Assay outcomes: PubChem BioAssay, National Center for Advancing Translational Sciences (NCATS)
EPAC2 agonist – activates human EPAC2 exchange factor. Q8WZA2. 360,000 tested, 0.079% active. Potency, µM (doses to about 154 µM), without a hit: top-dose activation, hits mostly activators. EPAC2 activation, biochemical qHTS; response scale: 100% = 6.5 mM cAMP response; note: potency is the fitted concentration of half-maximal effect; nearly all actives have a fitted effect of over 50% in size
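Exchange assay: 100 nM EPAC2 with 250 nM Rap1B-BODIPY-GDP and 50 uM GDP. Fluorescence (ex 480/em 540 nm) read every 5 min for 30 min at room temperature. Data normalized to 6.5 mM cAMP as agonist control.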
D3 antag – antagonists of human D3 dopamine receptor | AID 652054 | 360,000 tested, 2.5% active | P35462 | D3R cells, DiscoveRx beta-arrestin luminescence, antagonist mode; hits give low values | max response, negative = inhibition, %; in the data active = max response below about -50%; inconclusive = no clear call, values can overlap the other calls; note: % is set by controls: 0 for no effect and ±100 for the full control effect; mostly tested at two doses, the higher about 12 µM
Target sequence (P35462 whole entry, looked up): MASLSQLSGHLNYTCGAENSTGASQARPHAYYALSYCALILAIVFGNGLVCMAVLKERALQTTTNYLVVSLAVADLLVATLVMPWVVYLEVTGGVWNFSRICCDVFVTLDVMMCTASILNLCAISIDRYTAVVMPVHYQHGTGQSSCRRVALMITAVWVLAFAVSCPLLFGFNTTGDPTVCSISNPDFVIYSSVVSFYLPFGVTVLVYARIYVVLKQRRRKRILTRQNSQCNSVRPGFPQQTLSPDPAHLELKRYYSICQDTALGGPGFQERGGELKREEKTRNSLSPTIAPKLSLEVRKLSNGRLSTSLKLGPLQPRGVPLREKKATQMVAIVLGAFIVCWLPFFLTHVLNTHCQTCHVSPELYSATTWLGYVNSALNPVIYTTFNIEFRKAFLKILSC
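Cells plated overnight at 1500 cells/well, then exposed to library compounds with dopamine controls for 90 minutes at 37 degrees C. DiscoveRx reagent added for 30–60 minutes at room temperature; luminescence read, quantitative HTS format.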
MmCpn inh – blocks the Methanococcus maripaludis chaperonin Mm-Cpn; Potency, µM (doses to about 76.9 µM), without a hit: at the highest dose activity, negative = inhibition, most hits filed as inhibitors; purified Mm-Cpn ATPase, ADP Transcreener TR-FRET; AID 504842; 330,000 tested, 0.031% active; note: potency is the fitted concentration of half-maximal effect; % is set by controls: 0 for no effect and ±100 for the full control effect; nearly all actives have a fitted effect of over 80% in size
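ATP (10 uM final) was added to archaeal chaperonin (25 nM final) after 10 min exposure to test compound at 37°C; after 30 min further incubation, ADP was detected by competitive TR-FRET.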
D3 ag – D3 dopamine receptor (human) agonism. 410,000 tested, 0.58% active. D3R DiscoveRx beta-arrestin cells, luminescence, 90 min. max activation, %. AID 652048; in the data active = max activation above about 30%; note: 0% is about no effect; mostly tested at two doses, the higher about 12 µM
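Agonist-mode cell screen: cells plated at 1500/well and incubated overnight at 37 °C, then exposed to library compounds for 90 min at 37 °C. Detection reagent was added for 30–60 min at room temperature, and luminescence was read.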
PTHR1 agonist – activates the human parathyroid hormone receptor PTHR1 | HEK293 GP2 PTHR1 cells, GloSensor cAMP luminescence, 1 h | Potency, µM (highest dose often 115 µM), for inactives: at the highest dose activation, usual class: activators | 410,000 tested, 0.075% active | AID 743266; note: potency is the fitted concentration of half-maximal effect; nearly all actives have a fitted effect of over 55% in size; some results filed as inactive show a strong effect at the top dose; inactives centre near -15; many of its hits are not listed in these tables
Target sequence (Q03431 whole entry, looked up): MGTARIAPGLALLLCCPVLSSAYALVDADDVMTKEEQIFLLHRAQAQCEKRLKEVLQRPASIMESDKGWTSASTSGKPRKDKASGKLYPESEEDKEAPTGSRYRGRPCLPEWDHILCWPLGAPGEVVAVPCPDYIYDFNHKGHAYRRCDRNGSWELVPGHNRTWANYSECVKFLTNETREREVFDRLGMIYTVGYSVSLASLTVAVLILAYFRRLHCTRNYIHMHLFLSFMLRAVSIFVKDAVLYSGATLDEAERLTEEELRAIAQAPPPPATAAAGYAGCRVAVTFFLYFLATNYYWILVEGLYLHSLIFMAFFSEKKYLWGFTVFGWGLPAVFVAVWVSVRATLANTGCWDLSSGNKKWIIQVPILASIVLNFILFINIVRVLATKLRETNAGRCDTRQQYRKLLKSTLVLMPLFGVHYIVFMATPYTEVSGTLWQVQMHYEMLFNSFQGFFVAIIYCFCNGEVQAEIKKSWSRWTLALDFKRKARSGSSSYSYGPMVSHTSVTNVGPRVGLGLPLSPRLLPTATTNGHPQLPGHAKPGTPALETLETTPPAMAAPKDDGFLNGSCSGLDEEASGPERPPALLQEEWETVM
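HEK-293-derived GP2 cells expressing PTHR1 and a GloSensor cAMP reporter, 3,000/well, plated overnight, given luciferin plus IBMX (each 0.5 mM as added) for 1 h at 37 °C, then compound for 1 h at 37 °C. Luminescence was read after 15 min at room temperature.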
EPAC2 antag – blocks human EPAC2 exchange factor. Q8WZA2. EPAC2 GEF exchange of Rap1B-BODIPY-GDP, fluorescence. Potency, µM (titrated, usually from 114 µM), for inactives: at the highest dose activity, negative = inhibition, most hits filed as inhibitors. 360,000 tested, 0.18% active. AID 720708; note: potency is the fitted concentration of half-maximal effect; % is set by controls: 0 for no effect and ±100 for the full control effect; nearly all actives have a fitted effect of over 45% in size; many of its hits are not listed in these tables
CCT chaperon mod – changes cytosolic chaperonin activity. AID 651819. 360,000 tested, 0.3% active. purified chaperonin ATPase assay, HTRF ADP detection, 30 min. activity change, % (test concentration not listed), hits read low; in the data active = activity change below about -30%; note: % is set by controls: 0 for no effect and ±100 for the full control effect
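First, chaperonin was dispensed at 40 nM or 20 nM final depending on batch activity. Next, compounds were pinned at 76 uM and ATP added at 10 uM. After 30 min at 37 °C, ADP detection reagents ran 30 min at ambient temperature.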
pAkt inh – inhibitors of Akt phosphorylation | Neuro2A IGF-stimulated pAkt S473 HTRF, 20 min; hits give low values | activity change, % for hits at 50 µM | 360,000 tested, 0.32% active; in the data active = activity change below about -80%; inconclusive = mostly about -51% to -80%; note: % is set by controls: 0 for no effect and ±100 for the full control effect
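Neuro2A cells in DMEM with 0.5% FBS, overnight at 37 deg C, given compound at single 50 µM final, then IGF (6 nM final) for 20 min at 37 deg C. Lysed; phospho-Akt Ser473 by HTRF after 24 h, 665/615 ratio.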
An asterisk follows results filed as active; i = inactive; ? = inconclusive; nt = no result given; & = joins results of further samples; [ ] = dose if it differs, or a comment. Unless noted, calls come from the whole dose curve; as a rule, active = well fitted curve in the direction sought with a large enough effect; inconclusive = small, poorly fitted or top-dose-only effect, or another doubt; inactive = no such curve, though single readings can be large; an effect the other way counts as inactive or inconclusive. Only part of the results is shown; rates above refer to the full screens.

Compound,EPAC2 agonist,D3 antag,MmCpn inh,D3 ag,PTHR1 agonist,EPAC2 antag,CCT chaperon mod,pAkt inh
CCOCCOC(=O)c1ccc(-n2cnc(C)n2)nc1,0.0%,24.0,-3.5%,1.3,i,7.2%,-0.7,i
CN1C(=O)/C(=C/c2ccccc2OCc2ccccc2)NC1=S,2.0%,0.0,-0.1%,-0.9,-24.0%,-1.7%,1.0,i
CCOC(=O)C1CCCN(S(=O)(=O)c2cc3c4c(c2)CCN4C(=O)CC3)C1 (stereo not drawn),4.3%,24.2,0.3%,4.5,-4.0%,1.6%,3.1,i
CCOC(=O)/C(=C/c1ccc(OC)cc1)NC(=O)c1ccco1,2.4%,12.3,2.3%,4.4,i,14.0%,0.2,i
CCOC(=O)c1c(NC(=O)CSc2nc3ccccc3o2)sc(C(C)=O)c1C,9.8%,34.0,?,12.9,-33.7%[inhibitor],-0.7%,-0.1,i
COC(=O)[C@]12CCCCC=C1N(Cc1ccccc1)C(=O)[C@H](CC(=O)N1CCCC1)C2,4.6%,56.2,nt,3.9,i,4.5%,1.0,i
COCCN(C(=O)Cc1csc(-c2cccc(Cl)c2)n1)c1c(N)n(Cc2ccccc2)c(=O)[nH]c1=O,6.6%,0.0,nt,-3.5,i,5.0%,-1.5,i
CCOC(=O)c1c(NC(=O)CN2CCN(c3cccc(Cl)c3)CC2)sc(C)c1C,1.1%,3.1,nt,4.9,i,0.6%,2.3,i
CCc1ccc(S(=O)(=O)NCc2ccc(C(=O)NCCN(Cc3ccccc3)C(C)C)cc2)cc1,-3.2%,-90.5*,nt,-15.6,-24.7%,-1.4%,-2.1,i
NC(=O)CC(NC(=O)Cc1ccc(Cl)cc1)c1ccc(NCCc2ccccc2F)c([N+](=O)[O-])c1 (stereo not drawn),4.9%,-17.8,0.1%,-8.6,i,-1.2%,-0.2,i
CCOC(=O)C1CCCCN1Cc1cccc(Oc2ccccc2)c1 (stereo not drawn),2.9%,-5.5,-1.7%,-1.4,-29.2%,39.8µM*,-0.1,i
CCN(CC(=O)Nc1cc(Cl)ccc1C)C(=O)C1CC1,3.8%,-1.8,-2.3%,3.0,i,-0.6%,0.5,i
Cn1c(N)c(C(=O)COC(=O)c2ccc([N+](=O)[O-])o2)c(=O)n(C)c1=O,8.8%,-13.9,2.9%,-9.2,-13.5%,2.6%,-3.6,i
CC1=CC(C)C2C(=O)N(c3ccccc3)NC(=O)C2C1 (stereo not drawn),-19.6%,0.0,-1.0%,2.3,-59.6%,-3.1%,-0.2,i
COc1cccc(-c2cc(C(=O)Nc3cc(C)nn3-c3ccccc3)no2)c1,10.2%,-19.6,1.4%,5.1&-1.5,i,-6.0%,-2.7,i
Cc1cc(C(=O)NCC2CCCO2)n(-c2ccccc2)n1 (stereo not drawn),8.4%,0.0,-1.3%,-2.5,-2.3%,6.3%,-2.6,i
COC(=O)c1cc(-c2ccccc2)sc1NC(=O)CN1C(=O)c2ccccc2C1=O,6.4%,-14.4,-2.1%,-0.2,i,6.0%,-2.0,i
O=C(NCCCc1ccccc1)c1ccc(CS(=O)Cc2ccccc2Cl)o1 (stereo not drawn),8.1%,-2.0,0.9%,1.1,i,-6.4%,1.0,i
NC(=NC(=O)c1ccc(OCC(F)(F)F)nc1)c1ccccc1,0.2%,-10.8,0.8%,4.3,-13.5%,-16.9%,0.9,i
COc1ccc(N/C(=N\c2nc(C)cc(C)n2)NC(C)=O)cc1OC,2.2%,9.0,-0.8%,-6.2,-20.2%[57.5 µM],9.1%,1.4,i
CSCCC(NC(=O)c1ccc(C)o1)C(=O)O (stereo not drawn),-0.9%,21.7,0.7%,-2.7,-17.7%[57.5 µM],-1.2%,-3.8,i
CN1CCN(C(=O)c2ccc3c(c2)NC(=O)C(C)(C)O3)CC1,4.0%,?,-0.1%,-4.5,i,1.2%,-0.4,i
CSc1nc(Cl)cc(Nc2ccccc2N)n1,4.5%,-7.4,-1.5%,-6.9,-10.1%,-9.3%,-0.4,i
Nc1c(C(O)(C(F)(F)F)C(F)(F)F)cc(C(O)(C(F)(F)F)C(F)(F)F)c2ccccc12,-16.6%,-82.7*,1.5%,-0.4,-19.7%,?,-0.8,i
CC(=O)c1c(N2CCN(c3ccc(F)cc3)CC2)nc(=S)n(-c2ccccc2)c1C,0.9%,-24.8,0.2%,-12.5,i,3.0%,0.4,i
CCN=C1SC(C(=O)Nc2ccccc2)CC(=O)N1CC (stereo not drawn),7.9%,9.4,?,1.3,-1.1%[57.5 µM],2.9%,-6.0,i
Cc1ccc(/C=N/OC(=O)c2nn(C)cc2Cl)cc1,8.3%,2.5,-0.3%,1.5,-38.5%[inhibitor],-8.5%,-5.5,i
O=C(NCC1CCCO1)c1cccc2c1C(=O)c1ccc(N3CCC(Cc4ccccc4)CC3)cc1S2(=O)=O (stereo not drawn),-77.7%[inhibitor],133.8,-18.1%,49.7*,-33.9%[inhibitor],122.5%[activator],0.7,i
CN(C)S(=O)(=O)c1ccc(C(=O)Nc2nc(-c3ccccc3)c(C(=O)c3ccccc3)s2)cc1,-1.4%,-4.4,-26.7%,-0.2,-43.5%[inhibitor],-6.0%,-3.3,i
Cc1ccc(NC(=O)CN(C)Cc2nc3ccccc3c(=O)[nH]2)c(Br)c1,25.5%,7.4,0.2%,-18.3,i,11.7%,1.5,i
Cc1ccc(NC(=O)Cn2nnc(C(=O)NCc3cccs3)c2N)c(C)c1,-0.9%,-11.9,-1.6%,-2.0,-5.4%,8.2%,-0.8,i
Cc1c(/C=N/Nc2ccc([N+](=O)[O-])cn2)c2ccccc2n1Cc1ccccc1,6.1%,12.2,1.6%,-3.9,i,-3.6%,-2.3,i
CCC(C(=O)OCC(=O)Nc1ccc(SC(F)F)cc1)c1ccccc1 (stereo not drawn),-5.3%,-15.0,1.0%,2.7,-21.3%,-19.9%,0.5,i
CCCCn1c(SCC(=O)OCC)nc2c(sc(=S)n2-c2ccccc2OC)c1=O,10.7%,5.1,0.3%,-10.1,-0.9%,-11.4%,1.8,i
CNS(=O)(=O)c1cccc(C(=O)NCC(c2cccs2)N2CCOCC2)c1 (stereo not drawn),13.8%,-7.2,2.0%,-0.4,-1.5%,1.0%,-1.6,i
CCOC(=O)C1=C(CC)Nc2ccccc2N=C1N,7.7%,-4.5,0.6%,-4.6,-14.0%,1.7%,-2.8,i
O=S(=O)(Nc1nnc(C2CCCCC2)s1)c1ccc(F)cc1,6.8%,-15.3,0.6%,4.3,i,1.0%,2.5,i
Cc1cc(S(=O)(=O)N2CCN(c3ccccc3O)CC2)c(C)s1,12.4%,16.4,2.2%,-2.4,i,-6.9%,-3.5,i
NNC(=O)c1cc(-c2cccs2)nc2ccccc12,-3.0%,0.0,-18.5%,-15.7,5.4%,-1.5%,0.6,i
CC(C)(C)c1ccc(OCC(=O)NNC(=S)NC(=O)c2ccccc2[N+](=O)[O-])c(Br)c1,-25.0%,0.0,1.7%,-9.5,i,-9.0%,-5.4,i

An excerpt of these results, with two lines to a compound:
Values run as follows: EPAC2 agonist	D3 antag	MmCpn inh	D3 ag	PTHR1 agonist	EPAC2 antag	CCT chaperon mod	pAkt inh
- Cc1c(/C=N/Nc2ccc([N+](=O)[O-])cn2)c2ccccc2n1Cc1ccccc1
→ 6.1%	12.2	1.6%	-3.9	i	-3.6%	-2.3	i
- CCC(C(=O)OCC(=O)Nc1ccc(SC(F)F)cc1)c1ccccc1 (stereo not drawn)
→ -5.3%	-15.0	1.0%	2.7	-21.3%	-19.9%	0.5	i
- CCCCn1c(SCC(=O)OCC)nc2c(sc(=S)n2-c2ccccc2OC)c1=O
→ 10.7%	5.1	0.3%	-10.1	-0.9%	-11.4%	1.8	i
- CNS(=O)(=O)c1cccc(C(=O)NCC(c2cccs2)N2CCOCC2)c1 (stereo not drawn)
→ 13.8%	-7.2	2.0%	-0.4	-1.5%	1.0%	-1.6	i
- CCOC(=O)C1=C(CC)Nc2ccccc2N=C1N
→ 7.7%	-4.5	0.6%	-4.6	-14.0%	1.7%	-2.8	i
- O=S(=O)(Nc1nnc(C2CCCCC2)s1)c1ccc(F)cc1
→ 6.8%	-15.3	0.6%	4.3	i	1.0%	2.5	i
- Cc1cc(S(=O)(=O)N2CCN(c3ccccc3O)CC2)c(C)s1
→ 12.4%	16.4	2.2%	-2.4	i	-6.9%	-3.5	i

(further entries)
Compound,EPAC2 agonist,D3 antag,MmCpn inh,D3 ag,PTHR1 agonist,EPAC2 antag,CCT chaperon mod,pAkt inh
COc1cccc(CN(C(=O)COc2ccc(Cl)cc2)C2CCS(=O)(=O)C2)c1 (stereo not drawn),-2.3%,1.1,-0.8%,13.4,-14.2%,-9.8%,0.3,i
COCCN(C(=O)COC(=O)C(C)(C)Oc1ccc(Cl)cc1)c1c(N)n(Cc2ccccc2)c(=O)[nH]c1=O,-1.3%,6.8,nt,-2.6,-43.9%[inhibitor],3.3%,1.0,i
Cn1cc(CN2CCCC(C(=O)c3nccn3C)C2)c(-c2cccc(Cl)c2)n1 (stereo not drawn),8.6%,-24.0,3.1%,-12.5,-16.0%,-7.5%,-2.4,i
Cc1cc(C)cc(N(CC(=O)NCc2ccco2)C(=O)c2snc(C(N)=O)c2N)c1,8.0%,-23.5,-8.6%,-9.5,i,-0.5%,-0.8,i
CC(=O)Nc1ccc(NC(=O)c2nccnc2C(=O)O)cn1,1.8%,9.6,-2.7%,-0.2,i,4.7%,-5.8,i
Cc1[nH]nc2c1C(c1ccc(F)cc1)C1=C(CC(C)(C)CC1=O)N2 (stereo not drawn),1.4%,-3.7,0.6%,1.7,-0.5%[57.5 µM],3.7%,-1.1,i
C=CCN(c1nc(C)cc(OC)n1)S(=O)(=O)c1ccc(C)cc1,9.4%,5.2,0.9%,6.9,-2.1%,?,0.3,i
COc1cc(CN2CCCC(CO)(Cc3ccccc3C)C2)cc2c1OCO2 (stereo not drawn),2.3%,6.9,-1.4%,-10.0,-52.0%[inhibitor],-9.5%,0.0,i
